High-throughput results: PubChem BioAssay, National Center for Advancing Translational Sciences (NCATS)
ELG1 DNA repair: inhibitors of ELG1-dependent DNA repair in HEK293T cells. HEK293T ELG1-luciferase reporter, luminescence, 16 h; DNA damage induced by 5-fluorouridine. Potency, µM (series often up to 46.1 µM), for the others: at the highest dose activity change, negative = inhibition, usual class: inhibitors. actives 2.3% (n = 330,000); further: potency means the concentration at half of the fitted maximal effect; on the % scale 0 is the no-effect control and ±100 the full control effect; nearly all actives have a fitted effect of over 55% in size
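Step one: seed 2,000 cells per well. Step two: pin-transfer compound or DMSO alongside 5-fluorouridine. Step three: incubate 16 hr, 37 °C, 5% CO2. Step four: add ONE-Glo, wait 30 min, read luminescence.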
Menin MLL FP TR: displaces Texas Red mutant MLL peptide from human menin | O00255 | Menin + Texas Red MLL mutant peptide, fluorescence polarization | Potency, µM (doses to about 61.6 µM), for the others: top-dose FP activity change, negative = inhibition, hits mostly inhibitors | actives 0.23% (n = 270,000); active means well fitted inhibition curve with a large enough effect in the polarisation, with a control signal flat, not every such curve was filed as active; inconclusive means small, poorly fitted or top-dose-only effect, or effect the other way, or a change in a side signal; inactive means no such curve, though single readings can be large or run the other way; the % refers to the polarisation; further: potency means the concentration at half of the fitted maximal effect; % of control where 0% means no effect; many of its hits are not listed in these tables
Target sequence (O00255 whole entry, looked up): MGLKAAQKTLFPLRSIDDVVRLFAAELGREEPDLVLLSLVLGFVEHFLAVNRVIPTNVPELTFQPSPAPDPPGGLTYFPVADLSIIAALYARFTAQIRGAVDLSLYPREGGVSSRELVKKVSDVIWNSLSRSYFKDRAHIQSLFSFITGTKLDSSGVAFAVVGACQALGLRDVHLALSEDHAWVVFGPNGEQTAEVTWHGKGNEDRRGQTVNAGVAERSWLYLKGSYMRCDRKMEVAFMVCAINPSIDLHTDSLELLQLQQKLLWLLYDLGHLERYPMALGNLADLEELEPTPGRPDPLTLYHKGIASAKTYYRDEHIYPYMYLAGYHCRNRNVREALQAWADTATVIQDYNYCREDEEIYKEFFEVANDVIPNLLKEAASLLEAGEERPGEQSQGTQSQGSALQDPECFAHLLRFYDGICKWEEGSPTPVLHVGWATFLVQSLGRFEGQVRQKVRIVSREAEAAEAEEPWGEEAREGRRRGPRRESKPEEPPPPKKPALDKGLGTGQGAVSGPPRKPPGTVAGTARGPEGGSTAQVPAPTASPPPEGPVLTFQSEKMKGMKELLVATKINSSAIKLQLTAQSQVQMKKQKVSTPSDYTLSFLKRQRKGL
NPC1 promoter act: activates the NPC1 promoter | actives 2.4% (n = 320,000) | Potency, µM (titrated, usually from 9.22 µM), without a hit: at the highest dose activation, usual class: activators | Huh7 NPC1 promoter luciferase reporter, 24 h;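 further: potency means the concentration at half of the fitted maximal effect; % of control where 0% means no effect; nearly all actives have a fitted effect of over 60% in size; reporter is driven by a mutant NPC1 promoter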
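Huh7 cells stably carrying NPC1 promoter–luciferase, plated in Opti-MEM with 10% FBS for 2 h, were exposed to compound in DMSO for 24 h at 37 °C; luciferase reagent was added for 10 min and luminescence read.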
Mito fusion yeast: blocks mitochondrial division or promotes mitochondrial fusion | S. cerevisiae fusion-defective mutant growth rescue, CellTiterGlo 48 h | Potency, µM (doses to about 46.1 µM), for inactives: top-dose growth rescue (activation), usual class: activators | actives 0.23% (n = 320,000);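 further: potency means the concentration at half of the fitted maximal effect; % of control where 0% means no effect; nearly all actives have a fitted effect of over 45% in size; temperature-sensitive fusion mutants such as fzo1-1 at 37 °C on non-fermentable ethanol glycerol medium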
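Compounds are tested for their ability to restore growth of mitochondrial fusion-defective yeast strains at non-permissive 37C in YPEG medium over 48 hours. Viability is quantified by luciferase luminescence.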
MBNL1-CUG inh: MBNL1-poly(CUG) RNA binding inhibition; Q9NR56; TR-FRET MBNL1-His/biotin-(CUG)12 binding, 665/545 ratio; Potency, µM (top dose mostly 57.5 µM), for the others: at the top dose activity change, negative = inhibition, most hits filed as inhibitors; actives 0.036% (n = 280,000); AID 2675; active means well fitted inhibition curve with a large enough effect in the signal ratio, with a control signal flat, not every such curve was filed as active; inconclusive means small, poorly fitted or top-dose-only effect, or effect the other way, or a change in a side signal; inactive means no such curve, though single readings can be large or run the other way; the % refers to the signal ratio; further: potency means the concentration at half of the fitted maximal effect; on the % scale 0 is the no-effect control and ±100 the full control effect
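His-tagged MBNL1 binding to biotinylated (CUG)12 RNA was measured by TR-FRET using terbium anti-His antibody (0.055 ng/ul final) and streptavidin-XL665 (5 nM final). Compounds were titrated 92 nM to 58 uM; 60 min at room temperature.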
RORg inh: inhibitors of mouse ROR gamma transcriptional activity. Potency, µM (highest dose often 53.6 µM), inactives show at the highest dose activity change, negative = inhibition, usual class: inhibitors. Drosophila S2 Gal4-RORgamma UAS-luciferase reporter, 20 h. actives 5.4% (n = 310,000); further: potency means the concentration at half of the fitted maximal effect; on the % scale 0 is the no-effect control and ±100 the full control effect; nearly all actives have a fitted effect of over 60% in size
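Stably transfected Drosophila Schneider cells are the test system, with ROR gamma fused to Gal4 and luciferase under UAS control; luminescence is read after 20 hr of 700 uM copper sulfate induction at ambient temperature.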
VP16 counter: counter-screen for ROR gamma inhibitors: Gal4-VP16 reporter; AID 2546; Potency, µM (titrated, usually from 53.6 µM), without a hit: top-dose activity, negative = inhibition, usual class: inhibitors; Drosophila S2 Gal4-VP16 UAS-luciferase, luminescence, 20 h; actives 3.5% (n = 310,000);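 further: Gal4-VP16 expression switched on by copper sulfate through the metallothionein promoter; potency means the concentration at half of the fitted maximal effect; on the % scale 0 is the no-effect control and ±100 the full control effect; nearly all actives have a fitted effect of over 50% in size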
FLuc counter: counter-screen for miR-21 project: firefly luciferase inhibitors or activators; P08659; purified FLuc, Km substrates, luminescence inhibition; Potency, µM (series often up to 57.5 µM), for the others: at the highest dose activity change, negative = inhibition, hits mostly inhibitors; actives 6.9% (n = 360,000);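 further: potency means the concentration at half of the fitted maximal effect; plate controls were vehicle for no effect and reference inhibitor for full effect; nearly all actives have a fitted effect of over 55% in size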
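Purified P. pyralis luciferase, 10 nM final, with Km-level 10 uM D-luciferin and 10 uM ATP in 50 mM Tris acetate pH 7.5, 10 mM Mg acetate, 0.01% Tween-20, 0.05% BSA; 6-point qHTS titration about 60 µM downward; luminescence read.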
KCNH2 3.1 block: inhibitors of human KCNH2 3.1 potassium channel isoform; U2OS KCNH2 3.1, thallium flux FluxOr; stronger effect = lower value; activity change, % (tested at about 1.8 µM); actives 0.95% (n = 340,000); AID 720553;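 active means maximum activity change below -70%; inconclusive means maximum activity change from -70% to -50%; inactive means maximum activity change above -50%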;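 further: thallium influx rate constant from kinetic fluorescence after stimulation buffer; on the % scale 0 is the no-effect control and ±100 the full control effect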
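Virally transduced U2OS (3.1 isoform, 4 h infection in dark at RT) → overnight 37 C → FluxOr + Red40 in HBSS/HEPES, 45 min → stimulation buffer, 2 min kinetic read → rate constant vs DMSO controls.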
Rab9 prom act: activates the Rab9 promoter; Huh7 Rab9 promoter-luciferase reporter, luminescence, 24 h; Potency, µM (doses to about 9.22 µM), for the others: at the highest dose activation, negative = inhibition, actives largely listed as activators; actives 2.8% (n = 320,000); further: potency means the concentration at half of the fitted maximal effect; % of control where 0% means no effect; nearly all actives have a fitted effect of over 60% in size
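Huh7 reporter line, Rab9 promoter upstream of luciferase. Compound exposure 24 h at 37 °C in reduced-serum medium with 10% FBS. Read-out: luminescence.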
PKM2 activator: increases activity of human pyruvate kinase M2; Potency, µM (titrated, usually from 57.5 µM), for the others: at the top dose activation, actives largely listed as activators; purified PKM2, Kinase-Glo ATP luminescence, activation; response scale: 0% is enzyme alone, no compound; AID 1631; actives 0.34% (n = 260,000); P14618; further: potency means the concentration at half of the fitted maximal effect; on the % scale 0 is the no-effect control and ±100 the full control effect; nearly all actives have a fitted effect of over 55% in size
Target sequence (P14618 whole entry, looked up): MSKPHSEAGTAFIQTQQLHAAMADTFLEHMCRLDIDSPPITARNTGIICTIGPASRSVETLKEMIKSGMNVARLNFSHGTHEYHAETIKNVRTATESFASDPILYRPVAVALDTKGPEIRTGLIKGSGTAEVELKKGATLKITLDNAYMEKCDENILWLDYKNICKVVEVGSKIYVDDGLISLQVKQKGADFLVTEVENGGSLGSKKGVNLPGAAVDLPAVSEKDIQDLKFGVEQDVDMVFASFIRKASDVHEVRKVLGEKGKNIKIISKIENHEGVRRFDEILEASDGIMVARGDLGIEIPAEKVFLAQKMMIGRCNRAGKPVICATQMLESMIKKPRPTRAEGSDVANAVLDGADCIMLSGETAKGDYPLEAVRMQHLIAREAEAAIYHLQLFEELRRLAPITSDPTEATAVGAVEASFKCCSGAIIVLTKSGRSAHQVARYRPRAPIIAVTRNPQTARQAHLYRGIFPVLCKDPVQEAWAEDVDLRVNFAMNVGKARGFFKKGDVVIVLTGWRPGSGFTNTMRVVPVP
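ATP formation by purified human PK-M2, quantified via coupled luciferase luminescence after 1 h at room temperature with 0.1 mM ADP and 0.5 mM PEP final.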
Active calls of the source: *; ? = inconclusive; . = no result given; & = joins results of further samples; [ ] = dose if it differs, or a comment. Unless noted, the call rests on the fitted dose curve; in most records, active means well fitted curve in the direction sought with a large enough effect; inconclusive means small, poorly fitted or top-dose-only effect, or another doubt; inactive means no such curve, though single readings can be large; an effect the other way counts as inactive or inconclusive. These rows are one share of the data. The share of hits here may be higher or lower than overall.

SMILES	ELG1 DNA repair	Menin MLL FP TR	NPC1 promoter act	Mito fusion yeast	MBNL1-CUG inh	RORg inh	VP16 counter	FLuc counter	KCNH2 3.1 block	Rab9 prom act	PKM2 activator
COC(=O)[C@]1(CC(C)C)N[C@H](c2ccc(SC3CCCCC3)c(OC)c2)[C@@H]2C(=O)N(C)C(=O)[C@@H]21	-20%	.	-6%	19%	.	.	.	-2%	-8	-1%	.
COc1cccc(NC(=O)C/C(C)=N/NC(=O)c2ccccc2Cl)c1	3%	.	-3%	-4%	-2%	?	5%	0%	19	8%	0%
COc1ccc(CCNc2c([N+](=O)[O-])ncn2C)cc1OC	-1%	.	-18%	2%	14%	7%	-1%	-1%	-3	1%	0%
COc1cc(OC)cc(C(=O)Nc2ccccc2C(=O)N2CCCC2)c1	?	-24%	18%	1%	-3%	5%	-5%	?	-3	-23%	-4%
COCCCNC(=S)NC(=O)c1ccccc1	?	16%	21%	-4%	4%	13µM*	?	?	-3	19%	0%
c1ccc(-n2nnc3ccccc32)cc1	?	1%	7%	-3%	2%	-4%	-10%	-20%	1	-1%	3%
C=CCn1c(=O)c2ccccc2n2c(SCC(=O)NCC)nnc12	-9%	-12%	-3%	0%	-8%	2%	3%	6%	7	-6%[1.84 µM]	.
NC(=O)CN1CCOCCOCCOCCOCCOCC1	16%	-11%	1%	1%	11%	-22%	-1%	1%	9	10%	-3%
CN1CCN(C(=O)c2ccc3c(c2)N(Cc2cccc(Cl)c2)C(=O)c2ccccc2S3(=O)=O)CC1	3%	.	-4%	-1%	-5%	0%	-10%	2%&-3%	-1	-3%	.
O=C(/C=C/c1ccc(OCCCF)cc1)NCc1cccc(Cl)c1	-15%	-3%	-6%	-8%	5%	16%	-6%	?	-12	-6%	1%
O=C(CN1CCN(C(=O)C2CCCO2)CC1)Nc1cc(Cl)ccc1Cl (stereo not given)	-8%	.	-8%	-6%	-8%	-9%	-9%	2%	-5	-5%	.
CN=C1S/C(=C\c2ccc(SC)cc2)C(=O)N1C	?	9%	?	23%	?	-24%	-1%	12µM*	9	17%	-2%
O=C(NCc1ccco1)c1ccc(=O)oc1	8%	-2%	0%	-1%	10%	?	-2%	1%	-4	0%	12%
Cc1ccc(NC(=O)CN2CCc3cc4c(cc3C2)OCCCO4)cc1	?	.	-3%	-3%	0%	2%	1%	-2%	-12	0%	.
S=c1[nH]nc(-c2ccncc2)n1/N=C/C(Cl)=C\c1ccccc1	?	24%	3.5µM*	-3%	4%	?	?	-8%	-20	3.2µM*	8%

Retrieved one by one from the entries so far, 5 records:
SMILES	ELG1 DNA repair	Menin MLL FP TR	NPC1 promoter act	Mito fusion yeast	MBNL1-CUG inh	RORg inh	VP16 counter	FLuc counter	KCNH2 3.1 block	Rab9 prom act	PKM2 activator
O=C(CN1CCN(C(=O)C2CCCO2)CC1)Nc1cc(Cl)ccc1Cl (stereo not given)	-8%	.	-8%	-6%	-8%	-9%	-9%	2%	-5	-5%	.
COC(=O)[C@]1(CC(C)C)N[C@H](c2ccc(SC3CCCCC3)c(OC)c2)[C@@H]2C(=O)N(C)C(=O)[C@@H]21	-20%	.	-6%	19%	.	.	.	-2%	-8	-1%	.
COCCCNC(=S)NC(=O)c1ccccc1	?	16%	21%	-4%	4%	13µM*	?	?	-3	19%	0%
COc1cccc(NC(=O)C/C(C)=N/NC(=O)c2ccccc2Cl)c1	3%	.	-3%	-4%	-2%	?	5%	0%	19	8%	0%
COc1ccc(CCNc2c([N+](=O)[O-])ncn2C)cc1OC	-1%	.	-18%	2%	14%	7%	-1%	-1%	-3	1%	0%

(more compounds)
SMILES	ELG1 DNA repair	Menin MLL FP TR	NPC1 promoter act	Mito fusion yeast	MBNL1-CUG inh	RORg inh	VP16 counter	FLuc counter	KCNH2 3.1 block	Rab9 prom act	PKM2 activator
CCOc1ccc(-n2c(Cc3cc(=O)[nH]c(=O)[nH]3)nnc2SCc2cccnc2)cc1	3%	-2%[11.7 µM]	-3%	0%	10%	24%	-3%	7%	.	4%	-4%
COc1ccc(OC)c2[nH]c(=O)c(CCNC(=O)c3cc4ccccc4o3)cc12	18µM*	30%	0%	7%	6%	-14%	-8%	2%	-10	-9%	1%
CC1CCN(CCC(=O)NN)CC1	9%	-9%	-6%	0%	-8%	-4%	2%	0%	-9	-2%	-4%
N#CCC(=O)Nc1ccc(C(=O)N2CCN(S(=O)(=O)c3ccc4ccccc4c3)CC2)cc1	-20%	32%[activator]	-3%	-4%	3%	-1%	1%	2%	5	4%	.
COc1cccc(NC(=O)C2CC(=O)OC23CCOC(C)(C)C3)c1 (stereo not given)	2%	0%	1%	-8%	-5%	-8%	6%	1%	-3	1%	-2%
CCOC(=O)C1CCN(C(=O)c2c(C)oc3c2C(=O)c2ccccc2C3=O)CC1	?	-9%	-1%	1%	?	11µM*	?	5%	4	-11%	-14%
COc1ccc(CCCNC(=O)C2CCC(=O)N(CCc3cccc(F)c3)C2)cc1 (stereo not given)	2%	.	-4%	-1%	-6%	16%	-1%	6%	8	6%	1%
Cc1cccc(N(C(=O)CNC(=O)c2cccs2)C(C(=O)NC2CCCC2)c2cccnc2)c1 (stereo not given)	8%	-2%	-1%	1%	4%	2%	0%	2%	2	1%	1%
Cc1ccc(NC(=O)CN2C(=O)S/C(=C/c3ccc(O)c([N+](=O)[O-])c3)C2=O)cc1C	4%	?	-5%	-4%	?	41%	1%	?	-4	-3%	?
CCOC(=O)C1CCCN(S(=O)(=O)c2cccs2)C1 (stereo not given)	3%	3%	3%	0%	9%	18%	-1%	-1%	2	-11%	2%
Cc1nnc(NC(=O)Oc2ccccc2)s1	10%	0%	2%	7%	-14%	-20%	-9%	0%	-16	-1%	-3%
Cc1ccc2nc(CSc3nnc4ccccn34)cc(=O)n2c1	?	8%	8%	1%	17%	0%	21%	5%	11	0%	7%
Cc1ccc(C(=O)N2CCCC2)cc1Br	2%	2%	-2%	-1%	-7%	-6%	0%	0%	-6	10%	-2%
COC(=O)c1cc(O)cc(OC)c1Oc1cc(C)cc(O)c1C(=O)O	?	.	-34%[inhibitor]	-8%	?	0%	7.1µM*	-6%	-11	-23%	?
COc1cc(/C=C(/C#N)c2ccc(F)cc2)ccc1Oc1ccc([N+](=O)[O-])cn1	0%	?	-14%	19%	.	?	-20%	2%	-8	-25%	-4%
Cc1ccc2oc(C(=O)N3CCN(C)C[C@@H]3C(C)C)c(C)c2c1	?	-2%	2%	-2%	1%	-1%	21%	-18%	-9	17%	5%
CCN(CCCNC(=O)CN(C)S(=O)(=O)c1cccc2nsnc12)c1ccccc1	-34%	-2%	0%	2%	?	16%	-5%	0%	4	3%	-1%
Cc1cccc(C(=O)Nc2nnc(Cc3c[nH]c4ccccc34)s2)c1	16%	62%[activator]	5%	4%	5%	27%	0%	-16%	?	12%	-1%
Cc1ccccc1CN1CCC(CNC(=O)C2CCCN(c3ncnc4c3nc3n4CCCCC3)C2)CC1 (stereo not given)	-5%	.	-18%	-2%	1%	8%	-11%	0%	-1	-1%	.
O=[N+]([O-])c1cc(S(=O)(=O)N2CCCC2)ccc1NCCCN1CCOCC1	1%	5%	-1%	-4%	?	-22%	0%[10 µM]	0%	16	-2%	1%
COc1cc(CNn2nnnc2N)ccc1OCC(=O)NC(C)(C)C	-1%	0%	-1%	0%	-3%	4%	6%	1%	6	-1%	5%
Cc1cc2nc(C)n(CCCNC(=O)Nc3cccc4ccccc34)c2cc1C	?	5%	-6%	0%	22%	12%	-30%	-1%	-41	-32%[inhibitor]	1%
Cc1nc(NC(=O)C2CCCC2)sc1Cc1ccc2c(c1)OCO2	?	11%	16%	?	-6%	-24%	11%	17µM*	8	?	7%
CC(=O)N1c2c(cc(Br)cc2S(=O)(=O)N2CCN(C(=O)c3ccco3)CC2)CC1C (stereo not given)	?	-18%	1%	-2%	-4%	23%	14%	-2%	-7	0%	17%
O=C(Nc1cccc(NC(=O)c2ccccc2Cl)c1)c1ccco1	-6%	.	-2%	3%	-5%	-10%	1%	1%	3	1%	8%
